Screens: PubChem BioAssay, several laboratories
PDI turbidity = inhibitors of human PDI, primary screen, biochemical, turbidity, single point, plate reader; inhibition, % at 10 µM; PDI insulin aggregation turbidity, A650, 90 min; AID 588391, 2011; 350,000 tested, 0.052% active;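 active means mean inhibition across replicates of 30% or more, whatever share of single replicates reach that level; inconclusive means mean inhibition below 30% while every single replicate reaches 30%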;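 further: absorbance from insulin aggregation driven by PDI reduction with DTT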
MC4R antag cAMP = MC4R antagonists of cAMP signaling, primary screen, cell-based, TR-FRET, antagonist arm of biased-ligand search; Melanocortin receptor 4 (Homo sapiens), P32245; inhibition, % at 6.5 µM; 360,000 tested, 0.48% active; MC4R-expressing cells, MTII-stimulated cAMP, LANCE TR-FRET; AID 540295, 2011;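 active means inhibition above its plate's cutoff, the mean of tested wells on that plate plus 3 SD, cut at about 29% in these data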;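 further: 0% = Melanotan II alone and 100% = Melanotan II plus saturating MCL0020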
Target sequence (P32245 whole entry, looked up): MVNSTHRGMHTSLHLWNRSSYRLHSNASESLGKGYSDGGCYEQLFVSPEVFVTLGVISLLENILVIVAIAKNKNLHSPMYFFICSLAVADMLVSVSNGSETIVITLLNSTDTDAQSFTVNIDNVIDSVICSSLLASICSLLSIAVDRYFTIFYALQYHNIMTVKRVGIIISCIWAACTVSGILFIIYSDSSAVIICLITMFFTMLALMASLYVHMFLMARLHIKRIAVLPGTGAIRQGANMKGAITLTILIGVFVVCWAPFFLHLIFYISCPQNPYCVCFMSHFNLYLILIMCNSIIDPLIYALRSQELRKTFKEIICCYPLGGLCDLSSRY
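Assay system: U2OS-MC4R stable cell line; Also added: Melanotan II; Technique: Eu-cAMP/anti-cAMP TR-FRET, emission 671 nm; Times: 30-min compound, 1-h challenge, 1-h detection, room temperature.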
MC4R ag barr = MC4R agonists recruiting beta-arrestin, primary screen, cell-based, luminescence, agonist arm of biased-ligand search. U2OS MC4R beta-arrestin complementation; percent of melanotan II response, DMSO zero. Melanocortin receptor 4 (Homo sapiens), P32245. AID 540308, 2011. 360,000 tested, 0.98% active. activation, % at 8.9 µM;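 active means activation above a per-plate cutoff, the mean activation of sample wells on that plate plus 3 SD, cut at about 8% in these data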
ABCB6 inh 2 = ABCB6 transporter inhibitors, primary screen, K562-ABCB6 cells, flow cytometry, MLPCN library; K562-ABCB6 porphyrin accumulation, 1 h; stronger effect = lower value; fluorescence ratio to DMSO, % at 10 µM; 360,000 tested, 0.19% active; AID 602162, 2011;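 active means fluorescence ratio to DMSO below 75%, the collection mean minus 3 SD; inconclusive means too few cells collected in the well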;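 further: signal is porphyrin accumulated inside mitochondria; 100% equals median channel fluorescence of DMSO control wells; lower ratio means ABCB6 inhibition with less porphyrin fluorescence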
aDG glyco act = activators of alpha-DG glycosylation, primary screen, uHTS, Pro5-aDG cells, AlphaScreen | alpha-DG glycosylation AlphaScreen (IIH6); 0% Pro5, 100% B10-LARGE cell signal | activation, % at 10 µM | 360,000 tested, 0.22% active | AID 624168, 2012;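 active means activation of at least 8% versus controls, or a plate z-score of at least 8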;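 further: Pro5 are CHO cells carrying HIG-tagged alpha-DG that lacks glycosylation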
H9c2 protect = cardioprotection against H2O2-induced cell death, primary screen, uHTS, H9c2 cells, ATPLite luminescence; H9c2 cardiomyocytes, H2O2 injury protection, 2 h; protection from H2O2 cell death, % at 20 µM; 360,000 tested, 0.63% active; AID 588492, 2011;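 active means compounds giving at least 50% protection of heart cells from peroxide-induced death in the single-dose screen, raw or plate-pattern-corrected value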;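 further: 0% = DMSO wells with peroxide and 100% = DMSO wells without peroxide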
m5-HT2A agonist = mouse Htr2a agonists via beta-arrestin recruitment, primary screen, cell-based, luminescence | 5-hydroxytryptamine receptor 2A (Mus musculus), P35363 | CHO-K1 mHTR2A beta-arrestin complementation; percent of 30 µM serotonin response | activation, % at 7.6 µM | 360,000 tested, 0.66% active;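 active means activation above a run cutoff, the mean activation of all tested compounds plus 3 SD, cut at about 14% in these data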;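 further: 0% = plate median of compound wells and 100% = 30 µM serotonin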
Target sequence (P35363 whole entry, looked up): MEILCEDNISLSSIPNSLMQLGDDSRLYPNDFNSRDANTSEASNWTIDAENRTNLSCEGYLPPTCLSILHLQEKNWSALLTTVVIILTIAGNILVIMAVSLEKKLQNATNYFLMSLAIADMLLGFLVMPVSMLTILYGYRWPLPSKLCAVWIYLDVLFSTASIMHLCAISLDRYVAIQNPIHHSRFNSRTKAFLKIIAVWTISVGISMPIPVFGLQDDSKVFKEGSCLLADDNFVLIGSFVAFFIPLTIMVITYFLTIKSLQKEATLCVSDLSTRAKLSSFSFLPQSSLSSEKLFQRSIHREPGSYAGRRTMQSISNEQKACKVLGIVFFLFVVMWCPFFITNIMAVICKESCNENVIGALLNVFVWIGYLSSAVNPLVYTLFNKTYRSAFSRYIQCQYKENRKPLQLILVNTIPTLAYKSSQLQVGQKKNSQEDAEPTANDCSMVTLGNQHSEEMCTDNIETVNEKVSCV
Glyco luc inh = increase of ERlucT glycosylation luciferase signal, primary screen, N-linked glycosylation inhibitor project, D54 ERlucT cells, luminescence, set 2. D54 ERlucT glycosylation luciferase reporter, 24 h; percent of 100 nM tunicamycin response. reporter increase, % at 12.5 µM. 360,000 tested, 0.23% active;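 active means mean luciferase reporter signal, scaled so untreated is 0 and the glycosylation-blocking control 100, at or above a set limit in every replicate; inconclusive means mean reaches the limit but not every replicate does; inactive means mean below the limit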;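 further: luciferase carries N-glycosylation sites so blocking glycosylation raises the light; 0% = median of neutral control wells and 100% = median of 100 nM tunicamycin wells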
Vif imaging = HIV Vif self-association inhibitors, primary screen, imaging, HEK293T, single point; inhibition, % at 7.49 µM; 340,000 tested, 0.35% active; HEK293T cells, Vif self-association by quenched fluorescence, 24 h; AID 602346, 2012; in the data active means inhibition above about 50%, passing the limit was not always enough; inconclusive means no clear call, values can overlap the other calls; inactive means below about 31%; further: some results filed as inactive read as strong as hits
CaV13 ICDI inh = Primary screen for inhibitors of IQ motif and Ca2+-dependent inactivation inhibitor domain binding in CACNA1D, Förster resonance energy transfer in living cells, …; 340,000 tested, 0.098% active; inhibition, % at 12.3 µM; AID 743397; HEK cells, CFP/YFP FRET ICDI-IQ, plate reader, 10 min; percent FRET-ratio fall versus neutral wells;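 active means mean replicate inhibition of at least 30% and at least 1% of replicates passing that level; inconclusive means only one of the two criteria is met; inactive means neither criterion is met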;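 further: 0% = median of the neutral control wells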
Numbers without * were called inactive; ? = inconclusive; / = not tested or not shown.

SMILES | PDI turbidity | MC4R antag cAMP | MC4R ag barr | ABCB6 inh 2 | aDG glyco act | H9c2 protect | m5-HT2A agonist | Glyco luc inh | Vif imaging | CaV13 ICDI inh
COc1ccc(N2CC(C(=O)OC(C)C(=O)c3ccccc3)CC2=O)cc1 (stereo not drawn) | -4.2 | -17.6 | -0.2 | 108.0 | 0.0 | 15.2 | -0.1 | 3.5 | 4.8 | 3.6
Cc1ccccc1NC1=C(C(=O)c2ccccc2)N(C)S(=O)(=O)c2ccccc21 | 1.0 | 14.9 | 0.5 | 90.0 | -0.6 | 8.2 | 4.6 | 1.3 | / | -4.1
COC(=O)Cc1ccc2oc(-c3cccnc3)nc2c1 | 4.2 | 9.0 | -0.5 | 96.0 | 0.4 | 8.9 | -1.6 | -2.7 | 10.8 | -6.4
O=C(CN1C(=O)CSC1=O)N1CCCCC1 | / | 2.5 | 1.6 | 99.0 | 0.0 | 2.2 | 3.5 | 2.3 | / | -5.2
CCc1cc2c3c(c1)C1(C(=O)N3C(C)(C)C=C2C)C(C#N)=C(N)Oc2[nH]c(=O)[nH]c(=O)c21 (stereo not drawn) | 11.7 | 12.2 | -1.0 | 105.0 | -0.5 | 3.4 | -1.8 | 12.0 | 1.9 | -4.9
COc1ccc(S(=O)(=O)n2cccc2)cc1 | 21.3 | -9.2 | -0.5 | 93.0 | 0.0 | -1.2 | 3.4 | -0.1 | -1.5 | -5.1
COCCCn1c(SCC(=O)Nc2ccc(C)cc2)nc2ccccc2c1=O | 0.7 | 23.7 | 0.0 | 93.0 | 0.2 | 9.0 | 2.5 | 0.5 | -14.6 | 1.2
CCOc1ccc(-n2cc(C(=O)N3CCN(C)CC3)c3cc(OC)c(OC)cc3c2=O)cc1 | 14.2 | 2.8 | -1.8 | 95.0 | 0.9 | 2.9 | -0.3 | 1.2 | -7.5 | /
Cc1cccc(C)c1Cn1c(C)c(C(=O)NCc2ccc(C#N)cc2)sc1=O | 4.0 | 7.5 | -0.2 | 92.0 | 0.2 | 0.6 | 6.0 | -8.0 | -7.7 | 3.1
CN(C)S(=O)(=O)c1ccc(NC(=O)CSc2nc3ccccc3n2-c2ccccc2)cc1 | -2.9 | 12.7 | 3.8 | 95.0 | -0.3 | -4.0 | -2.6 | -7.3 | -11.1 | -2.0
COc1cc(NC(=O)c2cc3ccccc3o2)c(OC)cc1Cl | -1.7 | 3.4 | 13.1* | 96.0 | 0.0 | -21.9 | -1.4 | 0.2 | 15.2 | /
CC(=O)OC[C@@H]1CN(Cc2ccccc2)C[C@H](n2cnc3c(N(C)C(C)C)ncnc32)O1 | 14.5 | 4.9 | -2.8 | 99.0 | 0.0 | 10.2 | -0.7 | 3.4 | 18.3 | 45.4*
CCOC(=O)c1c(C)[n+]([O-])c2ccc3c(non3O)c12 | 6.6 | 5.0 | -1.7 | 99.0 | -0.3 | 4.6 | -1.4 | 0.2 | -4.9 | -4.3
Cn1c(SCc2c(Cl)cccc2Cl)nnc1-c1ccc2nonc2c1 | -6.2 | 2.9 | 2.2 | 98.0 | 0.0 | 8.3 | -1.7 | -0.4 | 7.1 | -1.5
Cc1cc(CN(C)C(=O)c2cc(COc3ccc4ncccc4c3)on2)on1 | 0.9 | -1.7 | -3.7 | 100.0 | 1.8 | -11.7 | 2.4 | -1.0 | -15.2 | -14.7
CCC(=O)Nc1ccc(NC(=O)CSc2nnnn2C(C)C)cc1 | 19.6 | 2.8 | -0.9 | 97.0 | 0.1 | -8.6 | 2.9 | -0.4 | 0.9 | 1.8
CN(C)S(=O)(=O)c1cccc(COc2cccnc2[N+](=O)[O-])c1 | -30.2 | -0.5 | -1.9 | 93.0 | -0.2 | 5.4 | 1.2 | 0.6 | 6.4 | -3.1
Cc1ccc(OCc2nnc(SCC(N)=O)n2N)cc1 | 1.5 | -1.4 | -0.9 | 95.0 | -0.1 | 1.8 | 9.7 | 3.3 | -12.8 | -4.1
CC(C#N)(NC(=O)CN1CCN(S(=O)(=O)c2ccccc2C#N)CC1)C1CC1 (stereo not drawn) | 10.1 | 5.4 | 1.8 | 96.0 | 0.0 | 5.0 | 4.2 | 0.6 | 7.1 | -2.2
O=C(NCC1COc2ccccc2O1)c1ccc(NC(=O)c2ccco2)cc1 (stereo not drawn) | -2.1 | 1.7 | 0.3 | 86.0 | 0.5 | -1.5 | -2.9 | -3.4 | 1.4 | -0.8
C=CCNC(=S)N/N=C/c1ccc(-c2cccc([N+](=O)[O-])c2)o1 | -5.0 | 5.0 | -1.7 | 102.0 | 0.2 | 4.2 | 0.9 | -3.0 | 3.8 | -5.5
COC(=O)c1cc(=O)n(-c2ccc(C(F)(F)F)cc2)[nH]1 | 4.5 | 22.9 | 2.3 | 105.0 | -0.2 | -6.2 | -4.8 | -1.9 | 4.4 | -20.9
COc1ccc(-c2n[nH]c(=S)n2-c2cc(OC)ccc2OC)cc1 | 1.4 | 5.6 | -0.6 | 98.0 | 0.0 | -2.7 | -1.8 | 0.0 | 3.6 | 1.6
Cc1ccc(SCC(=O)NC(=O)NCc2ccccc2)c(C)c1 | -2.0 | 8.0 | 7.1 | 99.0 | 0.1 | -3.4 | -2.2 | 0.1 | -0.5 | -3.9
Cc1ccc(NC(=O)Cc2nnc(SCC(=O)NC3CCCC3)n2C)c(C)c1 | -0.6 | 1.5 | -1.8 | 101.0 | -0.1 | 9.8 | 2.5 | 0.5 | 5.8 | -3.0
C=CCOc1c(CNc2ncn[nH]2)cccc1OCC | -15.2 | 2.1 | 0.6 | 87.0 | 0.3 | -5.6 | -3.4 | 0.1 | -24.2 | -6.6
O=C(CC1OC(=O)c2ccccc21)NCC1COc2ccccc2O1 (stereo not drawn) | 4.1 | 3.4 | -2.5 | 100.0 | 0.0 | 0.9 | 0.5 | 1.5 | -2.5 | -5.4
COc1ccc(CCNC(=O)c2ccc(CNS(=O)(=O)c3ccccc3)cc2)cc1OC | -1.9 | 2.5 | -0.7 | 93.0 | 0.0 | -1.0 | -3.1 | 1.1 | ? | -4.1
CNC(=S)NNC(=O)COc1cccc(C)c1C | -4.1 | -6.0 | -2.7 | 97.0 | -0.1 | 3.0 | -0.9 | 0.7 | -1.5 | /
Fc1ccccc1-n1cc(-c2ccccc2)[nH]c1=S | 6.3 | 14.4 | 0.4 | 97.0 | 0.5 | -7.6 | 1.0 | 3.5 | 4.0 | 1.6
CO/N=C\C(=N\Nc1ccc(OC)cc1)C(=O)c1ccccc1 | -2.1 | 8.3 | -1.9 | 102.0 | -0.6 | -24.1 | 2.2 | -0.2 | 1.0 | /
Cc1cccc(-n2ncc3c(NCCCO)ncnc32)c1 | -1.7 | 9.9 | -0.8 | 106.0 | 0.1 | -23.4 | 10.9 | -5.1 | / | -6.9
O=C(COC(=O)C1CCC(=O)N1)Nc1ccc(Cl)cc1Cl (stereo not drawn) | -22.3 | -1.8 | -1.2 | 107.0 | -0.2 | -2.0 | -3.2 | 0.1 | 6.9 | -6.5
CN(C)C(=O)C1(c2ccccc2)CCN(S(=O)(=O)c2ccccc2)CC1 | 8.0 | -6.8 | 1.4 | 97.0 | 0.3 | -9.2 | 4.5 | -1.0 | 16.6 | 0.3
CC1CCN(c2ccc(C(=O)O)cc2)CC1 | -9.4 | 0.0 | -0.5 | 94.0 | 0.0 | 12.4 | 1.1 | 0.5 | -0.6 | -4.8
CCCCNc1cccc2c1S(=O)(=O)N(CCCC)CC(COCc1ccccc1)O2 (stereo not drawn) | -19.2 | 8.9 | -0.4 | 96.0 | -0.2 | -33.7 | 6.4 | -7.1 | / | -2.7

Exported with tabs: 2 of the compounds above
SMILES	PDI turbidity	MC4R antag cAMP	MC4R ag barr	ABCB6 inh 2	aDG glyco act	H9c2 protect	m5-HT2A agonist	Glyco luc inh	Vif imaging	CaV13 ICDI inh
O=C(CC1OC(=O)c2ccccc21)NCC1COc2ccccc2O1 (stereo not drawn)	4.1	3.4	-2.5	100.0	0.0	0.9	0.5	1.5	-2.5	-5.4
COc1ccc(CCNC(=O)c2ccc(CNS(=O)(=O)c3ccccc3)cc2)cc1OC	-1.9	2.5	-0.7	93.0	0.0	-1.0	-3.1	1.1	?	-4.1

Carrying on:
SMILES | PDI turbidity | MC4R antag cAMP | MC4R ag barr | ABCB6 inh 2 | aDG glyco act | H9c2 protect | m5-HT2A agonist | Glyco luc inh | Vif imaging | CaV13 ICDI inh
O=C(CS(=O)(=O)c1ccc(F)cc1)NCCS(=O)(=O)c1ccccc1 | 0.6 | 12.7 | 1.3 | 101.0 | 0.0 | 7.7 | -8.7 | 1.1 | -1.3 | -9.1
CN(C)c1c([N+](=O)[O-])ncn1C | -2.1 | 7.0 | 0.9 | 100.0 | -0.1 | 1.5 | 8.4 | -0.6 | -9.7 | -3.2
CC1(C)Cc2c(c(-c3ccco3)nc3sc4c(NCCN5CCOCC5)ncnc4c23)CO1 | 2.1 | -7.7 | -0.6 | 92.0 | -0.5 | 23.4 | -7.6 | 0.8 | 0.6 | 2.6
COc1cc(C2NC(=S)NC(c3ccccc3)=C2C(C)=O)ccc1O (stereo not drawn) | 8.5 | 3.0 | 1.1 | 103.0 | 0.2 | -0.2 | -1.8 | 0.0 | 3.1 | 3.6
CCn1ncc(Cl)c1C(=O)NC(=S)Nc1ccccc1Br | -2.2 | 14.4 | 3.6 | 103.0 | -0.2 | -9.7 | -0.8 | 4.0 | -1.1 | -5.7
OCCNC1=NCCN1 | -5.5 | 4.3 | -1.6 | 99.0 | 0.9 | -3.3 | 0.8 | -1.2 | -1.4 | /
CN1CCN(C(=O)CSc2nc(-c3cccs3)cc(-c3cccs3)c2C#N)CC1 | -7.9 | 0.9 | 1.5 | 98.0 | 0.4 | 47.5 | -6.1 | 3.9 | 16.0 | /
CS(=O)(=O)Cc1ccc(C(=O)NCC2(N3CCCCC3)CCCCC2)cc1 | 0.0 | 12.6 | 0.9 | 101.0 | 0.0 | 0.3 | -5.3 | -4.0 | -6.3 | -2.9
CN(C)/C=C/C(=O)c1nn(-c2ccc(F)cc2)ccc1=O | 7.0 | 12.8 | -0.8 | 89.0 | 0.1 | 5.7 | -0.7 | 0.0 | 10.1 | -8.1
Cc1ccc(C)c(NC(=O)CSc2nnc(Cc3cccn3C)n2-c2ccc(F)cc2)c1 | / | -2.7 | -1.1 | 99.0 | 0.0 | 12.9 | -4.0 | 1.0 | 21.4 | -12.5
